NADH enzymes – inhibitors of PK/LDH coupling enzymes, profiling panel, artefact control, biochemical, MLSMR library. IC50, µM (top dose mostly 10 µM), inactives show at the top dose inhibition. coupled PK/LDH NADH assays, four targets. 0.02% of 65,000 active;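 active = single-dose screening hits from any of four coupled enzyme assays that gave an IC50 when retested across doses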;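 also: the DPM-DC format reads NADH fluorescence rather than 340 nm absorbance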
HEK293 NFkB inh – inhibitors of PMA/ionomycin-induced NF-kB reporter, primary screen, antigen receptor NF-kB inhibitor project, cell-based, HEK-293 luciferase reporter, luminescence. HEK-293 NF-kB luciferase reporter. inhibition, % at 3 µM. 0.21% of 62,000 active. AID 465, 2006;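 active = inhibition above the mean of all tested compounds plus 3 SD, cut at about 40% in these data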;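 also: 0% = stimulated DMSO wells and 100% = 10 µM reference inhibitor 5653914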
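System – HEK-293 cells with stable firefly luciferase reporter driven by four HIV NF-kB elements · Doses – one dose, 3 µM · Schedule – 1 h compound pre-incubation, 16 h PMA/ionomycin at 37 °C · Technique – luminescence from luciferase substrate reagent · Measure – percent inhibition normalized per plate to DMSO and reference-inhibitor controls · Replicates – tested once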
ROCK2 inh – inhibitors of human ROCK2 kinase, primary screen, biochemical, high-throughput, luminescence. purified ROCK2, Kinase-Glo ATP depletion luminescence. 0.35% of 60,000 active. AID 604, 2007. inhibition, % at 6 µM;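 active = inhibition above the screen-wide mean inhibition plus 3 SD, cut at about 18% in these data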;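 also: plate controls were DMSO wells for no effect and Y-27632 control wells after no-enzyme background subtraction for full effect; many of its hits are not listed in these tables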
Target sequence (O75116 whole entry, looked up): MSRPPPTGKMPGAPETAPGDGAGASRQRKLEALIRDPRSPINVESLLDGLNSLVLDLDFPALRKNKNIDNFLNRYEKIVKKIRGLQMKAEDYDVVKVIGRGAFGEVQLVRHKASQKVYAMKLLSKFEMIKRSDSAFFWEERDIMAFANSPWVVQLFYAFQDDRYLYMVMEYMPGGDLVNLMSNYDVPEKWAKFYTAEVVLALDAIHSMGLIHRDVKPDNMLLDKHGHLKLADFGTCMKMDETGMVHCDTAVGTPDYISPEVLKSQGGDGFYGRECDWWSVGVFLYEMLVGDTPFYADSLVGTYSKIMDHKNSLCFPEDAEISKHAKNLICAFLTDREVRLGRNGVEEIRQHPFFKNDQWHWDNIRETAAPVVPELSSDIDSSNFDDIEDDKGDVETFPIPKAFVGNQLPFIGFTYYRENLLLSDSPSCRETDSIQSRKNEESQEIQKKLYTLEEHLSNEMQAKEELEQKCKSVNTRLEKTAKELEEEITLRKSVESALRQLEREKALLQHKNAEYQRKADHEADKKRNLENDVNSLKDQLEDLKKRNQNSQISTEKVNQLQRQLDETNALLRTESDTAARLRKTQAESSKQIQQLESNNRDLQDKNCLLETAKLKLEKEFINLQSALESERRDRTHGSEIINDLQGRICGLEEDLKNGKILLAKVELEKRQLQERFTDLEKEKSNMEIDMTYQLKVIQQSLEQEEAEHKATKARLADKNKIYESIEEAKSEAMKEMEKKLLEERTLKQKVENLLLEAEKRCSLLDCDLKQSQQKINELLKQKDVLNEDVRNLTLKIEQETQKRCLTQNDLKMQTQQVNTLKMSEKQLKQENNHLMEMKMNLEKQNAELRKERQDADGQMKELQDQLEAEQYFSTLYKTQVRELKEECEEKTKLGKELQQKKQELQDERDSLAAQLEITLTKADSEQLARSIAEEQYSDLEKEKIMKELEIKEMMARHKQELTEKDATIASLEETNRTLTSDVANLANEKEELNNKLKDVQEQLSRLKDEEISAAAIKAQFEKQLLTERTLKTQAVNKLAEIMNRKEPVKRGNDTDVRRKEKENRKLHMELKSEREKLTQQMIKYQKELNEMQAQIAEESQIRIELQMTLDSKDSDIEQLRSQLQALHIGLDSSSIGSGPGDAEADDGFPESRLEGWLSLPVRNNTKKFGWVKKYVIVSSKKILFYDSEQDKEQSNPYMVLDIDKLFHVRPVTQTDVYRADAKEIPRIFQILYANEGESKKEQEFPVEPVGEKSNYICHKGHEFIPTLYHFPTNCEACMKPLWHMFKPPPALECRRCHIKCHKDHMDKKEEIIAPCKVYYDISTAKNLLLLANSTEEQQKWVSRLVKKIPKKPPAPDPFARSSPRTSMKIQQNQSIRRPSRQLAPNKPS
A340 absorber – compound light absorbance at 340 nm, profiling panel, artefact control, biochemical, MLSMR library, data from PS, PMK, MK assays; fold change at 10 µM; 65,000 tested, under 10 active; AID 708, 2007; compound absorbance at 340 nm, fold over control;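 active = at 10 µM dose, initial 340 nm absorbance at least 2 fold that of control wells; inactive = change under 2 fold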;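 also: initial absorbance extrapolated from kinetic A340 decline of NADH oxidation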
MMP-13 inhibitor – human MMP13 inhibitors, primary screen, biochemical, FRET peptide cleavage. MMP-13 fTHP FRET cleavage, Mca fluorescence. AID 570, 2006. inhibition, % at 4 µM. 0.07% of 65,000 active;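 active = inhibition above the mean of compound-free control plate wells plus 3 SD, cut at about 14% in these data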;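 also: 0% = DMSO wells and 100% = wells with reference MMP-13 inhibitor after basal subtraction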
Fluor 339 460 – intrinsic fluorescence of library compounds, ex339/em460 – biochemical, MLSMR library, data from DPM-DC assay, artefact control, profiling panel; compound autofluorescence, ex339/em460 nm, NADH buffer; hits give high values; 1 = no-compound wells, NADH background; fluorescence fold increase at 10 µM; 5.5% of 65,000 active;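 active = at 10 µM, mean starting fluorescence two-fold or more over control wells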;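 also: signal is the first read of a kinetic run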
PKA kinase inh – inhibitors of human PKA kinase activity, primary screen, biochemical, ATP-depletion luminescence, Kemptide substrate. AID 524, 2006. PKA Kemptide phosphorylation, Kinase-Glo ATP luminescence. cAMP-dependent protein kinase catalytic subunit alpha (Homo sapiens), P17612. inhibition, % at 6 µM. 0.1% of 65,000 active;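 active = inhibition above the screen-wide mean inhibition plus 3 SD, cut at about 21% in these data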; also: many of its hits are not listed in these tables
Ecoli tolC – growth inhibitors of E. coli tolC mutant, primary screen, strain BW25113 ΔtolC::kan, 384-well; 2.2% of 65,000 active; OD615; AID 573, 2007; growth inhibition, % at 10 µM (by protocol);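 active = growth inhibition at or above a cutoff equal to the mean over every tested compound plus 3 SD, cut at about 60% in these data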;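 also: growth measured after 20 h incubation at 37 °C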
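Doses: one dose of 10 µM final / Material: E. coli BW25113 ΔtolC::kan, tolC deletion mutant strain / Buffer or medium: LB with kanamycin 50 µg/mL / Evaluation: percent growth inhibition / Detection: optical density read at 615 nm / Incubation: 37 °C, 20 h exposure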
JNK3 inh – JNK3 kinase activity inhibitors, primary screen, biochemical, human, purified enzyme. Mitogen-activated protein kinase 10 (Homo sapiens), P53779. HTS. inhibition, % at 8 µM. 0.61% of 60,000 active. AID 746, 2007; in the data active = inhibition above about 17%;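 also: 0% = DMSO and 100% = reference inhibitor; many of its hits are not listed in these tables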
* = called active by the depositor; · = no result given; [ ] = another dose, or the depositor's remark. Some of the compounds tested; count on the stated rates, not on these rows.

Values in the order – NADH enzymes, HEK293 NFkB inh, PKA kinase inh, Fluor 339 460, ROCK2 inh, Ecoli tolC, A340 absorber, JNK3 inh, MMP-13 inhibitor
CC(C)c1nc2ccccc2c2nnc(SCC(=O)NCc3ccco3)n12
  4%, 5, 10, 1.1, 6, 6, 1, -3, -1
O=S(=O)(c1ccc(F)cc1)N1CCC(N2CCN(c3ccccc3)CC2)CC1
  6%, 11, 3, 1.1, 1, -9, 1.1, -2, 0
Cc1ccc2nc(NC(=O)C3CCN(S(=O)(=O)c4cccs4)CC3)sc2c1
  2%, 4, 7, 1.1, 1, 34, 0.99, 6, -9
CCC(=O)N1CCc2cc(S(=O)(=O)NC(Cc3ccccc3)C(=O)NC3CCCC3)ccc21 (stereo unspecified)
  3%, 12, 5, 1.1, 6, 8, 1, 0, -1
COc1ccc(C2(C(=O)Nc3c(C)n(C)n(-c4ccccc4)c3=O)CCCC2)cc1OC
  1%, 8, -3, 1.1, -2, -6, 1, -2, 6
CCc1c(C)nc2ncnn2c1N1CCCC(C(=O)NCCc2ccc(OC)cc2)C1 (stereo unspecified)
  5%, 20, 6, 1.1, -7, 14, 1, -3, -2
CCn1c(SCC(=O)NCCOC)nc2sc3c(c2c1=O)CCCC3
  2%, 11, 1, 1.1, -2, 6, 1.1, -4, 4
CC(C(=O)Nc1nccs1)N1C(=O)C2CC=CCC2C1=O (stereo unspecified)
  6%, 15, 8, 1.1, 3, -14, 0.96, -1, -1
N#Cc1c(N)n(CCNC(=O)c2cccs2)c2nc3ccccc3nc12
  4%[fluoresces], 2, 8, 3*, 5, 15, 0.99, 8, -323[fluorescence artefact?]
COc1ccc(OC)c(-n2c(SCC(=O)NCc3ccco3)nnc2-c2c[nH]c3ccccc23)c1
  6%, 6, -5, 1.1, -1, 33, 1.1, 3, 5
O=C(NCc1cccnc1)Nc1cccc(NC(=O)NCc2cccnc2)c1
  6%, 6, -3, 1.1, -7, -25, 1, 1, -2
Cc1oc(-c2ccccc2F)nc1CN1CCC(C(=O)NCCC2=CCCCC2)CC1
  4%, 14, 8, 0.94, 1, 21, 1.1, -3, 2
O=C(Nc1ccc2c(c1)OCO2)c1cccc2c1C(=O)N(C1CCCCC1)C2
  5%, 14, 8, 1.7, 4, 0, 1, 6, 1
O=C(NC12CC3CC(CC(C3)C1)C2)C1=COCCO1
  7%, 12, -2, 1, 1, -2, 0.98, 2, 3
CN(C)/C=C1/C(=O)Nc2ccccc21
  5%, 15, 3, 0.98, 2, -11, 1.2, -8, 4
CC(C)(C)NC(=O)C(c1ccco1)N(C(=O)Cn1nnc(-c2ccc(F)cc2)n1)c1ccccc1 (stereo unspecified)
  3%, 10, 12, 1.1, 4, ·, 0.99, 6, 2
O=C1CN(C(=O)COc2ccccc2)CCN1
  6%, 10, 9, 1.1, 2, -14, 1.1, 5, 2
c1ccc(Cn2ccnc2-c2ccco2)cc1
  2%, 0, 16, 1.1, 7, 14, 1, -1, 3
Cc1csc(NC(=O)CCn2c(=O)oc3ccccc32)n1
  1%, 13, 3, 1, 3, -14, 0.98, -1, 0
Cc1ccc(C)c(NC(=O)CSc2n[nH]c(-c3ccncc3)n2)c1
  4%, 5, 10, 1.1, 16, 9, 1, 0, -12

Fluor 339 460: entries above that show a hit.
SMILES	NADH enzymes	PKA kinase inh	Fluor 339 460	ROCK2 inh	A340 absorber	JNK3 inh	MMP-13 inhibitor
N#Cc1c(N)n(CCNC(=O)c2cccs2)c2nc3ccccc3nc12	4%[fluoresces]	8	3*	5	0.99	8	-323[fluorescence artefact?]

The results go on:
Values in the order – NADH enzymes, HEK293 NFkB inh, PKA kinase inh, Fluor 339 460, ROCK2 inh, Ecoli tolC, A340 absorber, JNK3 inh, MMP-13 inhibitor
O=c1cc(NCc2ccco2)c2ccccc2o1
  5%, 13, -1, 1, ·, -2, 1.1, ·, -1
O=C(O)CSCCc1ccccn1
  7%, 1, 5, 1, 9, -18, 1, 3, 0
COc1ccccc1-n1cc(C(=O)NCC(=O)N2CCN(c3ccccn3)CC2)c2ccccc2c1=O
  1%, 0, 5, 1.2, 2, -4, 1, -5, -4
CCOC1=NC(C(=O)O)c2ccccc2/C(=C(/C)Cl)N1 (stereo unspecified)
  4%, 6, 6, 1.1, ·, 10, 1, ·, 1
Nc1ccccc1-c1nnc(SCc2ccccc2F)[nH]c1=O
  3%, 1, 6, 1.2, 8, 11, 1.1, -2, 0
O=C(NCc1ccco1)c1csc2c1CCCCC2
  8%, 22, 1, 1.1, 4, 7, 0.97, 5, 5
COC(=O)c1cccc(S(=O)(=O)N(Cc2ccco2)Cc2cc3ccc(OC)cc3[nH]c2=O)c1
  13%, 18, 3, 1.6, -1, -11, 1.1, 4, -14
CC(=O)c1c(N2CCN(c3ccccc3)CC2)nc(=S)n(-c2ccccc2)c1C
  8%, 1, -6, 1.1, 2, 13, 1.1, 0, -6
Cc1cc(=O)n2nc(N3CCC(C(=O)NCCC4=CCCCC4)CC3)sc2n1
  1%, 10, 9, 1.1, 2, 6, 1, -5, 4
CN1CC[n+]2c(CN3C(=O)c4ccccc4C3=O)csc21
  7%, 17, 8, 1, 5, -12, 1, 2, 1
CC(=O)c1oc2ccccc2c1N
  2%, 11, 7, 1.2, 5, -11, 1, -3, -4
O=C(CN1CCN(c2ccc(F)cc2)CC1)OCc1ccccc1
  2%, 2, 0, 1.1, -2, -3, 1, -9, 2
O=C(c1ccc(Br)o1)N(c1ccc(Br)cc1)C1C=CS(=O)(=O)C1 (stereo unspecified)
  3%, -1, -3, 1.1, 1, -4, 1.1, 6, 1
O=C(NCc1ccco1)C(Cc1ccccc1)N1C(=O)C2C3C=CC(C3)C2C1=O (stereo unspecified)
  8%, 12, 5, 1.1, 6, 1, 0.98, -2, -1
COc1ccccc1N1CCN(c2cc(C)nc3nc(C)nn23)CC1
  5%, 10, 8, 1.1, 5, -4, 1, 2, -6
O=C(O)C(Cc1ccccc1)n1cnnn1 (stereo unspecified)
  6%, 6, 6, 1.1, 1, -12, 1, -4, 9
CCN(CC)S(=O)(=O)c1ccc2c(c1)c(=O)c(C(=O)NCCN(C)CCc1ccccc1)cn2C
  3%, 0, 2, 1.1, 1, -5, 1.1, -1, 4
OC1CCN(c2c3c(nc4cc(-c5cccc(F)c5)nn24)CCCC3)CC1
  8%, 17, -2, 1.4, ·, 13, 1.1, ·, -6
Cc1ccccc1NC(=O)c1c(O)c2cccc3c2n(c1=O)CC3
  9%, 5, 8, 1.6, 5, -33, 1, 5, 4
COC(=O)C1=C(NC(=O)c2cccc(C)c2)CCS1
  5%, 0, 9, 1.7, 5, 5, 1, 6, -1

Next part.
Values in the order – NADH enzymes, HEK293 NFkB inh, PKA kinase inh, Fluor 339 460, ROCK2 inh, Ecoli tolC, A340 absorber, JNK3 inh, MMP-13 inhibitor
Cc1noc(C)c1S(=O)(=O)Nc1ccc(C(=O)NC2CCCCCC2)cc1
  4%, 15, 8, 1.1, 2, 30, 1, 1, 4
CCCCCCn1c(N2CCN(c3ccccc3)CC2)nc2c1c(=O)[nH]c(=O)n2C
  9%, 18, -2, 1.1, -1, 0, 1, -1, -3
O=C(OCc1nc(-c2ccccc2)oc1COC(=O)c1ccco1)c1ccco1
  4%, 13, 0, 1.2, 3, 44, 0.98, -5, 0
Cc1cccc2cc(C#N)c(N3CCCC3)nc12
  5%, 11, 10, 1.6, 1, 12, 0.97, 2, -44
CC(C)CCn1cnc2c([nH]c3cccc(Cl)c32)c1=O
  3%, -6, 6, 1.2, 9, -10, 1.1, 5, -14
COc1ccc(OC)c(S(=O)(=O)N(C)CC(=O)Nc2ccc3c(c2)OCCO3)c1
  6%, 16, 8, 1.1, 13, 3, 1, -5, 1
Cc1ccc2c(c1)N(CCC(=O)NC1CC1)C(=O)C(C)O2 (stereo unspecified)
  7%, -1, -1, 1.1, 4, -18, 0.97, 2, -1
Cc1nc2sc(C(c3cccs3)N3CCC4(CC3)OCCO4)c(O)n2n1 (stereo unspecified)
  4%, 8, 12, 1, 6, -5, 1.1, 7, 4
Cc1noc(C)c1COC(=O)C1COc2ccccc2O1 (stereo unspecified)
  5%, 15, 4, 1.1, 0, -6, 0.99, -5, 4
O=C(CN1CCN(C2CCCCC2)CC1)Nc1ccccc1N1CCCCC1
  6%, 12, 2, 1, ·, 12, 1, ·, 3
O=C1NCN(c2ccccc2)C12CCN(c1nnnn1-c1ccccc1)CC2
  5%, 10, 7, 1.1, ·, 1, 1, ·, -1
COc1cccc2c1C(=O)c1c(O)c3c(c(O)c1C2=O)C[C@@](O)(C(=O)CO)C[C@@H]3O[C@H]1C[C@H](N)[C@H](O)[C@H](C)O1
  5%, ·, 0, 1, 8, 12, 0.97, -12, 10
c1ccc(CCn2nnnc2CN2CCCc3ccccc32)cc1
  8%, 9, 1, 1.1, -2, 22, 1, -4, -2
Cc1nn(Cc2ccc(Cl)c(Cl)c2)c(C)c1NC(=O)c1cc(C2CC2)on1
  4%, 10, 2, 1.1, -8, 51, 1, -4, 3
CCCCNC(=O)CS(=O)Cc1nc(-c2cccc(C)c2)oc1C (stereo unspecified)
  7%, 10, 8, 1.1, 4, -2, 1, 4, -5
CCOC(=O)c1[nH]c2ccccc2c1NC(=O)C1CCCCC1
  10%, 12, 7, 1.8, ·, -10, 1.1, ·, -13
CCOC(=O)c1ccccc1NC(=O)CSc1nc2ccccc2n1CC(=O)N1CCCC1
  7%, 25, 0, 1.1, -1, 14, 0.99, 0, -2
O=C(Nc1ccc2oc(-c3ccccc3Cl)nc2c1)c1cncc(Br)c1
  4%, -4, 5, 1.4, 3, 42, 1, -10, -4
CCOC(=O)NCc1ccc(Cl)c(Cl)c1
  6%, 12, 0, 1.1, -1, 14, 1, 0, 4
C=CCn1c(NCc2cc(C)ccc2O)nc2ccccc21
  1%, 1, 9, 1, 0, 41, 1, 1, 2
